FEN1 inhibitor = blocks human flap endonuclease 1; AID 588795; P39748; 0.35% of 390,000 active; Recombinant FEN1 flap cleavage, fluorescence, 15 min; Potency, µM (doses to about 114 µM), for inactives: at the highest dose activity change, negative = inhibition, most hits filed as inhibitors; active means well fitted inhibition curve with a large enough effect; inconclusive means small, poorly fitted or top-dose-only effect; inactive means no such curve, though single readings can be large or run the other way; further: nearly all actives have a fitted effect of over 65% in size
Target sequence (P39748 whole entry, looked up): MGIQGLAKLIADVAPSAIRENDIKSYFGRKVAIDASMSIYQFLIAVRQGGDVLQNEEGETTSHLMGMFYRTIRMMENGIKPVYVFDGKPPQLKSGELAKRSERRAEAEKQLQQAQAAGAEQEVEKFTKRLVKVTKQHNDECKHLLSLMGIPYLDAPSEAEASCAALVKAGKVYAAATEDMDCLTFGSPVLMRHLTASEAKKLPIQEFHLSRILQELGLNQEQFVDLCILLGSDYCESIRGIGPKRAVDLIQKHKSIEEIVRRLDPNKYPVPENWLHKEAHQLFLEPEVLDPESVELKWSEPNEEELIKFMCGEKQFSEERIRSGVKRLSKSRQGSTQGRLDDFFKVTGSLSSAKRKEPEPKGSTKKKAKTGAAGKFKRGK
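Enzyme 10 nM, 15 min RT preincubation with compound; start with substrate 50 nM final; reads at 0 and 15 min; qHTS titration, four-parameter Hill fit.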
Starred values were filed as active, the others as inactive; u = inconclusive; & = joins results of further samples. On the % scale 0 is the no-effect control and ±100 the full control effect; potency means the concentration at half of the fitted maximal effect. Only part of the results is shown (hit frequency here may not be typical).

SMILES | FEN1 inhibitor
O=C(/C=C/c1ccccc1)Nc1cccc(C(=O)NCCc2ccccc2)c1 | -7%
COc1cc(OC)c(/C=C/c2cc3ccccc3c[n+]2C)c(OC)c1 | u
CC(C(=O)N1CCc2ccccc21)N1CCN(S(=O)(=O)c2ccc3c(c2)OCCCO3)CC1 (stereo not given) | -10%
O=C(CCc1ccccc1)N1CCN(C(=O)CCc2ccccc2)CC1 | -15%
CC1CC(C)CN(CC(O)COC2CC(C)CC(C)(C)C2)C1 (stereo not given) | 4%
COc1ccc(N2C(=O)c3ccccc3NC2c2ccc(OC)c(COc3ccc(NC(C)=O)cc3)c2)cc1 (stereo not given) | -19%
CC(=O)Nc1ccc(C=CC=Cc2cccc([N+](=O)[O-])c2)cc1 | 2%
COc1ccc([C@H]2/C=C\CN(S(=O)(=O)c3ccc4ccccc4c3)[C@@H](C)C(=O)N2Cc2ccc(F)cc2)cc1 | -4%
CN1CCN(C2Cc3ccc(F)cc3Sc3cc(F)c(Cl)cc32)CC1 (stereo not given) | 1%
O=C1/C(=C\c2ccc(Cl)c(Cl)c2)CN(C(=O)CCN2CCOCC2)C/C1=C/c1ccc(Cl)c(Cl)c1 | -15%
CCOc1cc2c(cc1O)C(=NOC)CC1C2CCC2(C)C(O)CCC12 (stereo not given) | 3%
CCCN(C(=O)c1cc(S(=O)(=O)N(C)c2ccccc2OC)ccc1C)C1CCS(=O)(=O)C1 (stereo not given) | -11%
CCN1CCC(O)(/C=C/c2ccc(C)cc2)C(C(=O)/C=C/c2ccc(C)cc2)C1 (stereo not given) | -22%
COc1ccc(C2=NOC(C)(c3nnc(Cc4ccccc4)o3)C2)cc1 (stereo not given) | -12%
COc1ccc(NS(=O)(=O)c2ccc(-c3ccccn3)s2)cc1 | -20%
O=C(O)C(Cc1ccnc2ccccc12)=NO | -3%
CC(=O)C1CCC2C3CCC4CC(=O)CCC4(C)C3C(O)CC12C (stereo not given) | 0%
O=C(Cn1cnc2cc([N+](=O)[O-])ccc2c1=O)Nc1cccc(S(=O)(=O)N2CCCCC2)c1 | u
CCn1c(SCC(=O)NNC(=O)c2ccc(C)cc2)nnc1-c1ccncc1 | 0%
O=C(COc1ccccc1C(=O)Nc1ccccc1)Nc1ccccc1F | 2%
CCCC1(c2ccsc2)NC(=O)NC1=O (stereo not given) | -1%
CCN(CC)C(=O)Cn1cc(S(=O)(=O)CC(=O)NCc2ccc(C)cc2)c2ccccc21 | 6%
Cn1cnc2c(cnn2C)c1=N | -11%
COc1ccc(S(=O)(=O)N2CCCCCC2)cc1NC(C)C(=O)Nc1ccc(NC(C)=O)cc1 (stereo not given) | -8%
O=[N+]([O-])c1ccccc1N=NNc1ccccc1 | -17%
CN1CCc2nc(SCC(=O)Nc3ccc(Cl)cc3)c(C#N)cc2C1 | -4%
COc1ccc(CCC(=O)Nc2ccc(Cl)c(S(=O)(=O)N3CCOCC3)c2)cc1OC | -2%
O=c1onc(-c2ccccc2)c2ccccc12 | 2%
O=C(Cc1cccc(NC(=O)C2CCCN(C(=O)C3CCC3)C2)c1)Nc1cccc(C(=O)N2CCOCC2)c1 (stereo not given) | -14%
O=C(Cc1cccc(F)c1)N1CCOCC1 | -4%
O=C1C(Cl)=C(Oc2ccccc2)C(=O)c2ccccc21 | 56µM*
Cc1cc(-c2nn3c(C)nnc3s2)ccc1NC(=O)C(C)(C)C | 7%
O=[N+]([O-])c1ccccc1CN1CCN(S(=O)(=O)c2ccccc2)CC1 | -7%
CCCCN1CC(COC)Oc2cccc(F)c2S1(=O)=O (stereo not given) | -9%
O=S(=O)(O)C(c1ccccc1)C1(O)CCCCC1 (stereo not given) | -4%
Clc1ccc(CSc2cnnc3ccccc23)cc1Cl | -13%
CC(=O)c1cc2c(cc1F)C(C)(C)CCC2(C)C | 0%
COC(=O)c1ccc(C2=NOC(C)(c3nnc(-c4cccc(Cl)c4)o3)C2)cc1 (stereo not given) | 10%
Cc1cccc(C(=O)Nc2ccc(C(=O)c3ccccc3)cc2)c1 | 6%
NS(=O)(=O)c1ccc(N=Nc2cc3ccccc3c(C(=O)O)c2O)cc1 | u
COc1ccc(OC)c(NP2(=O)OCC(C)([N+](=O)[O-])CO2)c1 (stereo not given) | -2%
O=C(NCC1(N2CCCCC2)CCCCC1)c1cccc(S(=O)(=O)Nc2ccccc2Cl)c1 | 3%
COc1ccc(/C=C(\C)C(=O)c2c(C)cc(C)[nH]c2=O)cc1 | 0%
CC(O)CNC1c2ccccc2CC1O (stereo not given) | -11%
Cc1ccc(-c2nnc3ccc(SCC(=O)c4ccccc4)nn23)cc1 | -13%
O=CNc1c(Cl)cc2c(c1Cl)Cc1cc([N+](=O)[O-])ccc1-2 | 0%
Clc1ccc(Cn2c3c(c4ccccc42)CCc2cc4ccccc4nc2-3)cc1 | 8%
Cn1c(CCC(=O)Nc2ccc(S(C)(=O)=O)cc2)nc2cc(S(=O)(=O)N3CCOCC3)ccc21 | 11%
COC(=O)CCC(C)C1CCC2C3CCC4CC(O)CCC4(C)C3=CC(=O)C12C (stereo not given) | -8%
CC[N+](CC)(CC)c1ccc(/C=C/c2ccc3ccccc3n2)cc1 | 40µM*
Nc1ccc2c(O)cc(S(=O)(=O)O)cc2c1 | 8.9µM*
CC(=O)c1cc2ccccc2c2ccccc12 | -15%
CC(NC(=O)COC(=O)c1ccco1)C12CC3CC(CC(C3)C1)C2 (stereo not given) | 4%
COc1cccc(OC)c1-c1cc(CCCc2cc(-c3c(OC)cccc3OC)nc3ccccc23)c2ccccc2n1 | u
O=[N+]([O-])c1ccc(S(=O)(=O)N2CCN(c3nc(-c4ccccc4)nc4ccccc34)CC2)cc1 | -12%
CCC(=O)c1ccc(OCc2cn(CC(=O)c3ccc(O)cc3)nn2)cc1 | 8%
Cc1cc2oc3cc(NCCC4CCCN4C)ccc3c(=O)c2cc1C (stereo not given) | 35µM*
O=C(Nc1ncccn1)c1cccc(Cl)c1 | -14%
Cc1cc(NC(=O)CSc2nc3c(c(=O)n2-c2ccc(Cl)cc2)SCC3)no1 | -2%
COc1ccc(CN(C)CCCn2cnc(C(=O)Nc3ccc(C)c(C)c3)n2)cc1OC | -12%

Carrying on:
SMILES | FEN1 inhibitor
c1cc2c3c(c1)CCCN3CCC2 | 11%
CC(=O)c1ccccc1OC(=O)c1ccc(-c2ccccc2)cc1 | -6%
Cn1c(=S)[nH]c2cc(C(=O)N3CCN(Cc4cccs4)CC3)ccc2c1=O | 1%
O=S(=O)(c1ccc(C(F)(F)F)cc1)N1CCN(c2nc(-c3cccs3)nc3ccccc23)CC1 | 10%
COC(=O)[C@H](Cc1ccccc1)N(Cc1ccc(C)cc1)S(C)(=O)=O | -23%
CCC1(O)CC(c2ccccc2)=NN1C(=O)c1ccccc1F (stereo not given) | 6%
O=C(Oc1ccc(/C=N/NC(=O)c2ccccn2)cc1)c1cccc(F)c1 | -2%
COc1cc(C2C(C#N)=C(N)OC3=C2C(=O)CC(C)(C)C3)cc2c1OCO2 (stereo not given) | -9%
O=C(Nc1cc(Cl)ccc1C(=O)O)c1ccc(CN2C(=O)c3ccccc3C2=O)cc1 | -4%
O=[N+]([O-])c1ccccc1S(=O)(=O)N1CCN(c2nc(-c3cccs3)nc3ccccc23)CC1 | 12%
CC(=O)c1ccc(S(=O)(=O)N2CCN(CC(=O)Nc3ccnn3C3CCCC3)CC2)cc1 | 3%
O=C(Cn1nc(-c2ccccc2)ccc1=O)N1CCOCC1 | 19%
Cc1ccccc1OCC(O)COc1ccccc1C | 0%
CC(C)(C)n1ncc2c(=O)n(Cc3cccc(Oc4ccccc4)c3)cnc21 | 5%
O=C(C1CCC(Cn2c(=S)[nH]c3ccccc3c2=O)CC1)N1CCN(c2ccccc2)CC1 (stereo not given) | -13%

3 of the entries above in order of their number in FEN1 inhibitor, high to low.
SMILES | FEN1 inhibitor
O=C1C(Cl)=C(Oc2ccccc2)C(=O)c2ccccc21 | 56µM*
Cc1cc2oc3cc(NCCC4CCCN4C)ccc3c(=O)c2cc1C (stereo not given) | 35µM*
Nc1ccc2c(O)cc(S(=O)(=O)O)cc2c1 | 8.9µM*

Following part:
SMILES | FEN1 inhibitor
O=C(c1ccccc1Cl)c1c(O)c2ccccc2oc1=O | -14%
CCOc1ccc(C(=O)Nc2cc(=O)n(C)c(=O)n2C)cc1 | -16%
CCN1CCC(O)(/C=C/c2ccc(C(C)C)cc2)C(C(=O)/C=C/c2ccc(C(C)C)cc2)C1 (stereo not given) | -25%
CN(C(=O)c1cccc(NC(=O)Cc2ccc(NC(=O)C3CCN(C(=O)C4CCCC4)CC3)cc2)c1)C1CCCC1 | 15%
CCCN1Cc2cccc(C(=O)Nc3ccc(OC)c(OC)c3)c2C1=O | 3%
CN(C)c1ccc(/C=C/c2ccc3cc(N(C)C)ccc3n2)cc1 | -22%
Cn1nnc2c(NCc3ccco3)ncnc21 | -5%
CCOCC(=O)NC1CCc2cc(OC)c(OC)c(OC)c2-c2ccc(SC)c(=O)cc21 (stereo not given) | 0%
O=C(OC(C(=O)N1CCOCC1)c1ccccc1)c1c2c(nc3ccccc13)CCCC2 (stereo not given) | -1%
Cc1cn(CC(=O)NCC(c2ccccc2)c2ccccc2)c(=O)[nH]c1=O | 0%
Cc1ccccc1NP1(=O)OCCCN1Cc1ccccc1Cl (stereo not given) | 4%
O=C1c2cccc3cc([N+](=O)[O-])cc(c23)C(=O)N1c1nncs1 | -2%
CN(C)CCNC(=O)c1cccc2nc3cccc(F)c3nc12 | 14µM*
O=C(/C=C/c1ccccc1O)c1ccccc1 | -4%
CC(OC(=O)CCN1C(=O)C2CC=CCC2C1=O)C(=O)Nc1ccc(F)cc1 (stereo not given) | 12%
Cc1ccc(NC(=S)NNC(=S)Nc2ccc(C)cc2)cc1 | -4%
CN(Cc1ccccc1)C(=O)CSc1nc2c(c(C(F)(F)F)n1)CCc1ccccc1-2 | -8%
CC(=O)N(C)c1ccc(N=Cc2cc3c(cc2[N+](=O)[O-])OCO3)cc1 | -2%
O=C(C=Cc1cccnc1)c1ccccc1 | 2%
O=C(c1cccs1)N(Cc1ccco1)c1ccc(O)cc1 | -12%
NC(=O)/C(=C/c1ccco1)NC(=O)c1ccc(Br)o1 | 1%
CC(=O)Nc1nc2c(F)cccc2s1 | -8%
Oc1ccc(C[C@H]2CNC(=S)N2CC2CCCN2C[C@H](Cc2ccc(O)cc2)N2C[C@H](Cc3ccccc3)N(CC3CCCCCC3)C2=S)cc1 (stereo not given in full) | 2%
c1ccc(N=c2nc(-c3ccccc3)n(-c3ccccc3)s2)cc1 | -7%
CC1CN(C(=O)[C@@H]2CCCN2S(=O)(=O)c2ccc(Cl)cc2)CC(C)O1 (stereo not given in full) | -5%
CC1=NN(c2ccc([N+](=O)[O-])cc2)C(=O)C1 | -2%
COc1ccc(C(=O)N/N=C\C(C)=C\c2ccccc2)cc1OC | -4%
C(=NN1CCCCCC1)c1cccc2ccccc12 | 0%
COc1ccc(NC(=O)N(Cc2cccnc2)Cc2ccccc2Cl)c(OC)c1 | -12%
COc1ccc(Cl)cc1C(=O)Nc1ccc([N+](=O)[O-])cc1Cl | 2%

By substructure: the compounds so far containing a thiophene ring, fused or not (6)
SMILES | FEN1 inhibitor
COc1ccc(NS(=O)(=O)c2ccc(-c3ccccn3)s2)cc1 | -20%
CCCC1(c2ccsc2)NC(=O)NC1=O (stereo not given) | -1%
Cn1c(=S)[nH]c2cc(C(=O)N3CCN(Cc4cccs4)CC3)ccc2c1=O | 1%
O=S(=O)(c1ccc(C(F)(F)F)cc1)N1CCN(c2nc(-c3cccs3)nc3ccccc23)CC1 | 10%
O=[N+]([O-])c1ccccc1S(=O)(=O)N1CCN(c2nc(-c3cccs3)nc3ccccc23)CC1 | 12%
O=C(c1cccs1)N(Cc1ccco1)c1ccc(O)cc1 | -12%

Remaining list, next part:
SMILES | FEN1 inhibitor
CCN1C[C@@H]2[C@@H]3C(=O)N(C)C(=O)[C@@H]3[C@](C)(C1=O)N2C(=O)c1ccccc1 | 8%
CC(C)(C)n1ncc2c(=O)n(Cc3ccc(C(=O)c4ccccc4)cc3)cnc21 | 7%
Cn1cnnc1SCc1ccc(C(=O)N/N=C(/CCC(=O)O)c2ccc(C(C)(C)C)cc2)cc1 | 4%
O=C(N/N=C/c1cc2c(cc1Cl)OCO2)c1ccccn1 | 10%
COc1ccc(NC(=O)[C@@H]2CC=C[C@@H]3CCN(C4CCCCC4)C(=O)[C@@H]32)cc1 | -17%&-6%
O=C(Nc1cccc(C(=O)Nc2ccccc2C(=O)O)c1)c1cccc(Cl)c1 | 12%
Nc1ccc2c(c1)[nH]c(=O)c1ccccc12 | -22%
CCOC(=O)c1sc(NC(=O)C2CCCCC2)nc1C | -12%
Cn1c(=O)c(=O)n(C)c2cc(S(=O)(=O)N3CCC(N4CCCCC4)CC3)ccc21 | -19%
CC(=O)OCC(=O)C1(O)CCC2C3CCC4=CC(=O)CCC4(C)C3(F)C(O)CC21C (stereo not given) | 1%
CN(C)CCNC(=O)c1ccc(CS(=O)(=O)c2ccc(Br)cc2)o1 | -12%
CC(=O)Nc1cccc(C(=O)OCC(=O)NC(=O)C2CCCCC2)c1 | -3%
Cc1c(Cl)cccc1NC(=O)C1CC(=O)N(C2CCCC2)C1 (stereo not given) | 3%
CN(CCC#N)C(=O)COC(=O)c1c2c(nc3ccccc13)/C(=C\c1ccco1)CC2 | 50µM*

Filtered by structure: those above with a furan ring, fused or not.
SMILES | FEN1 inhibitor
CC(NC(=O)COC(=O)c1ccco1)C12CC3CC(CC(C3)C1)C2 (stereo not given) | 4%
Cn1nnc2c(NCc3ccco3)ncnc21 | -5%
O=C(c1cccs1)N(Cc1ccco1)c1ccc(O)cc1 | -12%
NC(=O)/C(=C/c1ccco1)NC(=O)c1ccc(Br)o1 | 1%
CN(C)CCNC(=O)c1ccc(CS(=O)(=O)c2ccc(Br)cc2)o1 | -12%
CN(CCC#N)C(=O)COC(=O)c1c2c(nc3ccccc13)/C(=C\c1ccco1)CC2 | 50µM*

From PubChem BioAssay
